Screens (PubChem BioAssay)
Giardia kill – Giardia lamblia killing. Giardia lamblia trophozoite viability. activity change, % at 7.66 µM, hits read low. AID 540267. 340,000 compounds, 0.15% hits; in the data active = activity change below about -80%; inconclusive = between about -30% and that limit;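 note: parasites exposed to compound for two days anaerobically before the ATP read; % is set by controls: 0 for no effect and ±100 for the full control effect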
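Luminescent ATP signal served as the viability read-out, measured 15-30 min after adding ATP detection reagent to trophozoites that had been incubated with compounds for 48 hrs at 37 deg C anaerobically at 100 cells/well.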
FBPA coupling cs – inhibits coupling enzyme system, counter-screen for aldolase hits; AID 2472; coupling enzyme system counterscreen, AmpLite Red fluorescence; 290,000 compounds, 0.67% hits; activity change, negative = inhibition, % at 58.2 µM, hits read low; in the data active = activity change below about -30%; note: % is set by controls: 0 for no effect and ±100 for the full control effect
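Final compound at 57.5 uM, incubated 10 min at RT with coupling enzyme reagent (glyceraldehyde-3-phosphate), then 20 min with substrate and AmpLite Red detection. Fluorescence read at 525/598 nm; tests interference with the coupling assay, not aldolase inhibition.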
uPA generation – cell surface uPA generation inhibition; Potency, µM (highest dose often 38.3 µM), for the others: top-dose activity change, negative = inhibition, actives largely listed as inhibitors; cell surface uPA generation assay, qHTS; 330,000 compounds, 0.31% hits; AID 540303; active = well fitted inhibition curve with a large enough effect; inconclusive = small, poorly fitted or top-dose-only effect; inactive = no such curve, though single readings can be large or run the other way; tested in mouse RAW 264.7 cells; note: potency is the fitted concentration of half-maximal effect; % is set by controls: 0 for no effect and ±100 for the full control effect; nearly all actives have a fitted effect of over 55% in size
FLuc counter – firefly luciferase modulation, counter-screen for miR-21 project; Potency, µM (series often up to 57.5 µM), for the others: at the highest dose activity change, negative = inhibition, hits mostly inhibitors; P08659; purified FLuc, Km substrates, luminescence inhibition; AID 588342; 360,000 compounds, 6.9% hits;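 note: potency is the fitted concentration of half-maximal effect; plate controls were vehicle for no effect and reference inhibitor for full effect; nearly all actives have a fitted effect of over 55% in size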
Target sequence (P08659 whole entry, looked up): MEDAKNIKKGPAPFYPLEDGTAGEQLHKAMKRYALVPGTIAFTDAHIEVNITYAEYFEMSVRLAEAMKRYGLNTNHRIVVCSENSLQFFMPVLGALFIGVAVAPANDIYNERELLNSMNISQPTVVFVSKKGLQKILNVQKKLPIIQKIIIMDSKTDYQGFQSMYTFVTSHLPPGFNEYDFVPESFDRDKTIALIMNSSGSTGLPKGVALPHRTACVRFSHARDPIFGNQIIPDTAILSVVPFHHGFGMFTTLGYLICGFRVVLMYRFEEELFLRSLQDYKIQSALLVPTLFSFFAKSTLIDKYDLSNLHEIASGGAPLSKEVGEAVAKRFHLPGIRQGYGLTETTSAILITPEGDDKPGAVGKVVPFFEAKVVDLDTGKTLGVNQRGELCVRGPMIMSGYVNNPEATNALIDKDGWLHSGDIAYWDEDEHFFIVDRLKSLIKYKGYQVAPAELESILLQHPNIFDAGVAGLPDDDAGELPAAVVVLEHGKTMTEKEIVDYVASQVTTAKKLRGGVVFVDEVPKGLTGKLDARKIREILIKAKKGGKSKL
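Biochemical qHTS of compounds, final roughly 60 µM downward over six points, against 10 nM purified firefly luciferase using Km concentrations of substrates (10 uM D-luciferin, 10 uM ATP) in Tris acetate pH 7.5 buffer; luminescence output.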
NPC1 prom act – activators of NPC1 promoter; Huh7 NPC1 promoter luciferase reporter, 24 h; Potency, µM (doses to about 9.22 µM), for inactives: at the top dose activation, actives largely listed as activators; 320,000 compounds, 2.4% hits;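 note: potency is the fitted concentration of half-maximal effect; % of control where 0% means no effect; nearly all actives have a fitted effect of over 60% in size; reporter is driven by a mutant NPC1 promoter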
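Compounds in DMSO were transferred onto Huh7 NPC1-luciferase reporter cells pre-incubated 2 h; after 24 h at 37 °C, Amplite reagent was dispensed and luminescence recorded 10 min later.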
Gal4-VP16 FLuc – Gal4-VP16 reporter inhibition counter-screen | Drosophila S2 Gal4-VP16 UAS-luciferase, luminescence, 20 h | Potency, µM (titrated, usually from 53.6 µM), for inactives: top-dose activity, negative = inhibition, most hits filed as inhibitors | 310,000 compounds, 3.5% hits | AID 2546;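 note: Gal4-VP16 expression switched on by copper sulfate through the metallothionein promoter; potency is the fitted concentration of half-maximal effect; % is set by controls: 0 for no effect and ±100 for the full control effect; nearly all actives have a fitted effect of over 50% in size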
Rab9 prom act – activators of Rab9 promoter. Potency, µM (titrated, usually from 9.22 µM), for inactives: at the highest dose activation, negative = inhibition, actives largely listed as activators. Huh7 Rab9 promoter-luciferase reporter, luminescence, 24 h. 320,000 compounds, 2.8% hits; note: potency is the fitted concentration of half-maximal effect; % of control where 0% means no effect; nearly all actives have a fitted effect of over 60% in size
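Luminescence from Amplite-detected luciferase (10 minutes, ambient) reports Rab9 promoter activation. Before that, stable Rab9-luciferase Huh7 cells (1500/well, reduced-serum OP-MEM I plus 10% FBS) were exposed to compound for 24 hours at 37C.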
RORgamma inh – blocks mouse ROR gamma transcriptional activity | P51450 | Drosophila S2 Gal4-RORgamma UAS-luciferase reporter, 20 h | Potency, µM (highest dose often 53.6 µM), inactives show at the highest dose activity change, negative = inhibition, usual class: inhibitors | 310,000 compounds, 5.4% hits | AID 2551; note: potency is the fitted concentration of half-maximal effect; % is set by controls: 0 for no effect and ±100 for the full control effect; nearly all actives have a fitted effect of over 60% in size
Target sequence (P51450 whole entry, looked up, the tested form may be a part): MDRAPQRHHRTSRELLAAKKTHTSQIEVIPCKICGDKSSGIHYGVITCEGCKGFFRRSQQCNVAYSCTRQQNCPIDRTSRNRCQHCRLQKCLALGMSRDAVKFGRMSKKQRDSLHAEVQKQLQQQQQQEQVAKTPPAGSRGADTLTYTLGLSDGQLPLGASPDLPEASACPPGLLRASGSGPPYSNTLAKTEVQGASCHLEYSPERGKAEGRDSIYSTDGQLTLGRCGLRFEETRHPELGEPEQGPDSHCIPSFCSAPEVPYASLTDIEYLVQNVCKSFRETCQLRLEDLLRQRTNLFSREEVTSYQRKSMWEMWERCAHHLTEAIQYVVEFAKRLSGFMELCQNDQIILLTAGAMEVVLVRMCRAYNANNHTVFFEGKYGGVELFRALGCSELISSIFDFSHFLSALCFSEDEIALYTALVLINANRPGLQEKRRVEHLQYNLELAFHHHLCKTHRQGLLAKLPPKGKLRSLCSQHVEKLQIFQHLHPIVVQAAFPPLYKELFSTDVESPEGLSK
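ROR gamma transcriptional activity was tracked as Gal4-UAS luciferase output in stably transfected Drosophila Schneider cells, with compound added 1 hr before 700 uM copper sulfate induction and a 20 hr ambient-temperature incubation.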
ELG1 genotox – genotoxicity induction in ELG1-luciferase HEK293T cells | HEK293T ELG1-luciferase reporter, luminescence, 16 h | Potency, µM (doses to about 46 µM), without a hit: at the top dose activity change, positive = activation, hits mostly activators | 330,000 compounds, 1.3% hits; note: potency is the fitted concentration of half-maximal effect; % of control where 0% means no effect; nearly all actives have a fitted effect of over 60% in size
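ELG1-luciferase HEK293T cells, 2,000/well; compound pinned in; 16 hr, 37 °C, 5% CO2; ONE-Glo, 30 min RT; luminescence on CCD imager.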
KCNH2 3.1 inh – blocks the human KCNH2 3.1 channel isoform; U2OS KCNH2 3.1, thallium flux FluxOr; stronger effect = lower value; activity change, % (tested at about 1.8 µM); 340,000 compounds, 0.95% hits;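 active = maximum activity change below -70%; inconclusive = maximum activity change from -70% to -50%; inactive = maximum activity change above -50%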;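 note: thallium influx rate constant from kinetic fluorescence after stimulation buffer; % is set by controls: 0 for no effect and ±100 for the full control effect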
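We transduce U2OS cells with the mutant 3.1 virus, culture them overnight, load FluxOr with Red40 quencher for 45 min, then add stimulation buffer and read kinetically for 2 min to derive a normalized rate constant.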
Tb PFK block – blocks T. brucei phosphofructokinase; T. brucei PFK, ADP-Glo luminescence; Potency, µM (highest dose often 57.5 µM), inactives show at the highest dose activity, negative = inhibition, actives largely listed as inhibitors; 330,000 compounds, 0.17% hits;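 note: potency is the fitted concentration of half-maximal effect; 0% = uninhibited 1x PFK enzyme wells and -100% = no-enzyme wells; nearly all actives have a fitted effect of over 60% in size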
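Activity is normalized to no-enzyme wells (full inhibition) and 1.25 nM enzyme wells (no inhibition). Reaction: 0.5 mM F6P, 0.1 mM ATP, 45 min RT, ADP-Glo luminescence; concentration-response curves fitted and classed by quality.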
Starred values were filed as active, the others as inactive; ? = inconclusive; / = no result given; [ ] = dose if it differs, or a comment. Unless noted, calls come from the whole dose curve; as a rule, active = well fitted curve in the direction sought with a large enough effect; inconclusive = small, poorly fitted or top-dose-only effect, or another doubt; inactive = no such curve, though single readings can be large; an effect the other way counts as inactive or inconclusive.

SMILES | Giardia kill | FBPA coupling cs | uPA generation | FLuc counter | NPC1 prom act | Gal4-VP16 FLuc | Rab9 prom act | RORgamma inh | ELG1 genotox | KCNH2 3.1 inh | Tb PFK block
COC(=O)c1ccccc1S(=O)(=O)N(Cc1cc2ccc(OC)cc2[nH]c1=O)CC1CCCO1 (stereo not given) | 7 | 1 | 2% | 2% | 7% | 0% | 0% | 1% | -5% | 0 | 7%
CCOc1ccccc1NC(=O)NNC(=O)COc1cccc(C)c1C | -6 | -4 | 4% | -2% | 1% | 5% | 0% | 2% | 1% | / | -1%
O=C(NCc1ccccc1)C(=O)NCC1OCCN1S(=O)(=O)c1ccc2c(c1)OCCO2 (stereo not given) | -4 | -4 | -11% | -21% | 0% | -1% | -3% | 13% | -2% | 20 | -10%
CCOc1ccc(/C(O)=C2\C(=O)C(=O)N(c3cc(C)on3)C2c2ccccc2OC)cc1 (stereo not given) | -3 | 3 | 1% | 10% | -4% | -15% | 1% | 7% | -7% | -5 | 2%
CC(=O)Nc1c(NC(C)C)c2ccccc2oc1=O | -9 | 0 | 2% | 0% | 5% | -5% | 1% | 2% | 3% | 1 | 6%
O=C(NC(c1cccnc1)C(F)(F)F)c1cc(COc2ccc3c(c2)CCCC3)on1 (stereo not given) | -9 | / | ? | 15µM* | -3% | 7.1µM* | 6% | ? | 12% | 8 | 1%
CCOC(=O)c1sc(NC(=O)c2ccc3ncsc3c2)nc1C | -28 | -3 | -10% | 0.95µM* | -33%[inhibitor] | 1% | -37%[inhibitor] | -12% | 2.3µM* | -3 | -11%
Cc1ccc(S(=O)(=O)CCc2nc3ccccc3s2)cc1 | -3 | -2 | 4% | -18% | 1% | 1% | -1% | 31% | 0% | 5 | -5%
COc1ccc(CN2CCN(C(=O)c3ccc(CNS(=O)(=O)c4ccc(C)cc4)cc3)CC2)c(OC)c1OC | -15 | / | 6% | 0% | -2% | 4% | -10% | 28% | -10% | 5 | 1%
O=C(CCC1CCCCC1)Nc1cc(C(F)(F)F)ccc1N1CCOCC1 | -25 | / | 1% | 4% | -2% | / | -4% | / | 2% | -4 | -6%
O=C1COc2ccc(C(=O)COC(=O)c3ccc(F)cc3Cl)cc2N1 | 16 | / | 1% | / | / | / | / | / | 0% | -3 | 5%
Cc1ccc(C(=O)NNC(=O)CSc2nnc3c(n2)[nH]c2ccc(C)cc23)cc1 | 3 | 8 | -1% | 2% | -2% | 0% | 0% | 25% | ? | -4 | -4%
C=CCn1c(SCC(=O)NC(=O)Cc2ccccc2)nc2ccccc2c1=O | 19 | / | 2% | 2% | 0% | / | -3% | / | 3% | 2 | 22%
CS(=O)(=O)N1CCCC(C(=O)Nc2ccccc2C(F)(F)F)C1 (stereo not given) | -19 | -4 | 2% | 5% | -1% | -1% | 0% | -8% | 1% | 18 | -2%
Cc1nn(-c2ccccc2)c(C)c1CCC(=O)O | -15 | 2 | 2% | ? | ? | 6% | ? | 1% | ? | 9 | 5%
COc1cc(C(=O)OCC(=O)NC2CCCC2)cc(OC)c1OC | 25 | 0 | 0% | -2% | -3% | 14% | 2%[1.84 µM] | 10% | 1% | 9 | 19%
Cc1ccc(C)c(C(=O)COC(=O)CN2C(=O)C3C4C=CC(C4)C3C2=O)c1 (stereo not given) | 6 | 1 | 3% | -5% | 2% | -22% | -2% | -3% | 1% | 23 | 2%
C/C(=N\NC(=O)c1ccc(OC2CCCC2)cc1)c1ccc(O)cc1 | 9 | / | -8% | -1% | 10% | ? | 1% | 14µM* | 6% | -13 | 4%
COc1ccccc1CNC(=O)[C@@H]1CCCN1S(=O)(=O)c1ccccc1F | -23 | -2 | -1% | 0% | 1% | 4% | 0% | -17% | -4% | -6 | 0%
O=C(CC12CC3CC(CC(C3)C1)C2)N/N=C\c1ccc[nH]1 | 5 | -5 | 1% | -10% | -4% | 16µM* | -8% | 7.9µM* | -1% | -6 | -4%
Cc1sc(NC(=S)Nc2ccc(F)cc2)c(C(N)=O)c1C | 10 | -4 | 3% | -2% | 0% | 11µM* | -11% | 8.9µM* | 2% | -11 | -12%
O=P(Cc1ccccn1)(c1ccccc1)c1ccccc1 | 1 | 1 | / | 7% | -8% | -2% | -6% | 6% | -1% | -9 | 2%
COc1ccc(NC(=O)CNC(=O)C2CCCCC2)cc1 | 3 | -1 | -1% | -4% | 14% | -4% | 19% | 42% | 6% | -17 | -1%
Clc1cccc2c1CCN(Cc1nc(-c3cnccn3)no1)C2 | -14 | 0 | 0% | 0% | 2% | 21% | -7% | -40% | -1% | 1 | 2%
CC(C)(C)CN1CCNC(=O)C1CC(=O)N1CCC(C(=O)N2CCOCC2)CC1 (stereo not given) | 4 | -10 | -3% | -2% | -5% | -8% | -3% | -1% | 3% | -13 | 3%
CN1CCc2c(sc(N)c2C(=O)O)C1 | 6 | -7 | -4% | -1% | 5% | 5% | 9% | 6% | -1% | 13 | -4%
CN(C)CC/C=C1\c2cc(F)ccc2CSc2ccccc21 | 19 | 2 | ? | -1% | -1% | ? | -1% | ? | -3% | -24 | -1%
O=C(CSc1nc2[nH]ncc2c(=O)n1-c1ccccc1)NCCc1ccccc1 | 36[activator] | 1 | 13% | -2% | 1% | 3% | -3% | -1% | 0% | -5 | -10%
O=c1c(C/C=C/c2ccccc2)c(O)nc2n1CCCS2 | -9 | 2 | -4% | 1% | -3% | -1% | 4% | 6% | -4% | -11 | 1%
CCOc1ccc(N2C(=O)CC(NCCc3c[nH]c4ccccc34)C2=O)cc1 (stereo not given) | 11 | 2 | -14% | -2% | -6% | -4% | -3% | 39% | 1% | -16 | 0%
COC(=O)c1ccc(S(=O)(=O)N(C2CCCCC2)C2CCCCC2)n1C | 14 | -2 | 9% | -1% | 7% | -4% | -1% | -17% | -7% | -12 | 1%
CCCC1Cc2nc(Cl)c(C#N)cc2CO1 (stereo not given) | -6 | -1 | -1% | 3% | 0% | 14% | 2% | -1% | 1% | 9 | -3%
COC(=O)c1c(Oc2nc(OC)cc(OC)n2)cccc1Oc1nc(OC)cc(OC)n1 | 16 | 0 | 4% | 2% | 0% | -16% | -1% | -9% | -3% | 2 | 0%
COc1ccc(OC)c(C2NC(=S)NC3=C2N2CCC3CC2)c1 (stereo not given) | -7 | 0 | -6% | 1% | -3% | 1% | 2% | -16% | 2% | -9 | 3%
Cc1ccnc2nc(C(=O)Nc3ccc(N4CCOCC4)cc3)nn12 | -7 | -1 | 11% | -9% | 16% | 12% | 20% | 0% | 4% | 2 | -1%
CCOC(=O)C1(O)CSc2nc3sc(C(=O)O)c(C)c3c(=O)n21 (stereo not given) | 10 | 0 | 0% | 4% | 2% | -6% | 3% | -30% | 0% | 2 | 19%
COc1ccc(NC(=O)C/C(C)=N/NC(=O)COc2ccc(OC)cc2)cc1 | -12 | 2 | 3% | -1% | 2% | -16% | 2% | 11% | 0% | -6 | 0%
NC(=O)CC(NC(=O)Cc1cccc2ccccc12)c1ccc(N2CCC(N3CCCCC3)CC2)c([N+](=O)[O-])c1 (stereo not given) | -7 | 3 | 13% | 1% | -3% | 2% | -3% | 17% | 0% | -24 | 0%
CNC(=O)c1nc(C)c(C2(C)CC(c3cccc([N+](=O)[O-])c3)=NO2)s1 (stereo not given) | -9 | 0 | 9% | -1% | -2% | -4% | -2% | -2% | 5% | -12 | 4%
Cc1occc1C(=O)NNC1=CC(=O)CC(C)(C)C1 | 5 | 6 | 0% | 1% | -1% | -9% | -2% | -2% | 2% | 2 | -3%
CCOCCCNC(=O)C1CC(=O)N(C2CCCC2)C1 (stereo not given) | 9 | 4 | 14% | 3% | 0% | -2% | -6% | 3% | 1% | -7 | -1%
Cc1ccc2nc(SCC(=O)Nc3ccc(C(N)=O)cc3)[nH]c2c1 | -9 | -1 | 15% | -6% | -1% | 2% | -17% | 9% | 7% | 5 | 0%
O=C1C2C(c3ccccc3)CC=CC2[C@H](c2ccc(C(F)(F)F)cc2)N1Cc1ccccc1 (stereo not given in full) | 17 | -1 | ? | 2% | 3% | -28% | -8% | 41% | 5% | 10 | -2%
CNC(=O)c1ccc(-n2cccn2)nc1 | -24 | 0 | 2% | -4% | 0% | -2% | 1% | 12% | 4% | 15 | -5%
COc1ccc(C)cc1-n1c(N)c(C#N)c(C#N)c1-c1ccc(OC)c(OC)c1OC | -16 | -2 | 6% | 4% | -1% | 3% | -4% | -5% | ? | 1 | 6%
COc1ccc(OCC(=O)NN2Cc3ccccc3C2=N)cc1 | -26 | -2 | 1% | 4% | 4% | -6% | -1% | -12% | -1% | -4 | -1%
